Screens: PubChem, several laboratories
DAX1 inh-1 = NR0B1 (DAX1) inhibition; HEK293 Gal4-DAX1 luciferase reporter, luminescence; inhibition, % at 6.75 µM; actives 0.99% (n = 340,000); P51843; AID 504766;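 active = inhibition above the mean over all tested compounds plus 3 SD, cut at about 4.2% in these data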;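 also: 0% = DAX1-transfected cells with DMSO and 100% = empty-vector control cells with DMSO; inhibition shows as a rise in luminescence from relieved DAX1 repression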
Target sequence (P51843 207-470 limits assumed): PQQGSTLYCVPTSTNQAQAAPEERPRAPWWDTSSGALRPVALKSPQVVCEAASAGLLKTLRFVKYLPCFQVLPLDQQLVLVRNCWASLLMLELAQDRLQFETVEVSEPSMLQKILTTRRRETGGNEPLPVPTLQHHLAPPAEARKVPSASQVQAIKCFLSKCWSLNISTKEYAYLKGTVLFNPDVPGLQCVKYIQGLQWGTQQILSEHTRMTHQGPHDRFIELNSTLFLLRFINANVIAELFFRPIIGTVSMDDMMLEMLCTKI
SMARCA2 act = increases SMARCA2 function in MMTV reporter cells; MG213 cells, MMTV-luciferase reporter, dexamethasone, overnight; activation, % at 9.1 µM; actives 1% (n = 370,000); AID 652017; in the data active = activation above about 7.8%;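 also: 0% = vehicle wells and 100% = reference activator wells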
ssDAF-12 act = activators of S. stercoralis DAF-12 nuclear receptor. HEK293 ssDAF-12/GRIP1 lit1-tk-luc reporter, luminescence; % of 3 µM dafachronic acid response. activation, % at 6.8 µM. actives 1% (n = 370,000);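 active = activation above the mean over all tested compounds plus 3 SD, cut at about 0.9% in these data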;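 also: 0% = DMSO-only wells and 100% = 3 µM delta7-dafachronic acid wells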
DAX1 inh-2 = blocks DAX1 repression of SF-1 activated StAR promoter; actives 1.1% (n = 370,000); AID 652010; HEK293T StAR-luciferase reporter, SF-1/DAX-1 repression relief; inhibition, % at 6.8 µM;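 active = inhibition above the mean over all tested compounds plus 3 SD, cut at about 3.6% in these data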;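 also: 0% = DAX-1 cells with DMSO and 100% = cells lacking DAX-1 with DMSO; higher inhibition means more luminescence from relief of DAX-1 repression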
hcDAF-12 act = H. contortus DAF-12 activation, primary screen; AID 652067; actives 1.4% (n = 370,000); activation, % at 6.8 µM; HEK293 hcDAF-12 lit1-tk-luc reporter, luminescence; 0% DMSO, 100% Δ7-dafachronic acid;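 active = activation above the mean of all tested compounds plus 3 SD, cut at about 5.5% in these data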;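 also: 100% = response to 3 µM Δ7-dafachronic acid high control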
ADAM17 inh = inhibits human ADAM17. inhibition, % at 6.95 µM. actives 0.83% (n = 370,000). P78536. recombinant ADAM17, EDANS/DABCYL FRET peptide cleavage;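 active = inhibition above the mean of compounds lying between control limits plus 3 SD, set per campaign, cut at about 8.5% in these data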;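 also: 0% = DMSO-only wells as the low control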
hgDAF12 agonist = agonists of H. glycines DAF-12 nuclear receptor; HEK293 GAL4-hgDAF12 UAS-luciferase reporter, agonist luminescence; normalized to butyrate control; AID 687014; actives 1.8% (n = 370,000); activation, % at 6.8 µM;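 active = activation above a cutoff set at the mean of all screened compounds plus 3 SD, cut at about 10% in these data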;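 also: 0% = DMSO wells and 100% = sodium butyrate wells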
PLC-beta3 inh = inhibitors of human phospholipase C beta3; Purified PLC-beta3, fluorogenic substrate, fluorescence; inhibition, % at 12.2 µM; actives 0.18% (n = 370,000); in the data active = inhibition above about 11%;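 also: 0% = median of compound wells on plate and 100% = full blocker control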
MBD2 DNA inh = MBD2-methylated oligo binding inhibition. Q9UBB5. TR-FRET, MBD2 binding to methylated oligonucleotide. inhibition, % at 4.4 µM. actives 0.31% (n = 370,000). AID 686964; in the data active = inhibition above about 13%
Target sequence (Q9UBB5 whole entry, looked up): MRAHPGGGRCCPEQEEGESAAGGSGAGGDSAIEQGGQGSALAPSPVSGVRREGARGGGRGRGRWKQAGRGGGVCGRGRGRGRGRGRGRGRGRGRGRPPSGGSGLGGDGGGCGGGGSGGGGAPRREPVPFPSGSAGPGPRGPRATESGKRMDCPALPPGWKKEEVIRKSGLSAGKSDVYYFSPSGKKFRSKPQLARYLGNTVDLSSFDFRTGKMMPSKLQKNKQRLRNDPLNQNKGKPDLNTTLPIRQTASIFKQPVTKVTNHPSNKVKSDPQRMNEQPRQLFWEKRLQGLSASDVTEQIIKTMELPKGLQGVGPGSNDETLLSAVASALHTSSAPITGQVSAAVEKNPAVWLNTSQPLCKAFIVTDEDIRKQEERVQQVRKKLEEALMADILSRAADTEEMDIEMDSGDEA
Rev-erbA mod = Rev-erb alpha (human) modulation; Rev-erbα–FITC-DNA binding, fluorescence polarization, 90 min; activity, % at 10 µM; actives 0.79% (n = 370,000); AID 1259318;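 active = activity above about 14%, limit read from the data; passing the limit was not always enough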;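 also: 0% = DMSO wells with 35 nM protein and 100% = DMSO wells with 750 nM protein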
PLC-gamma1 inh = inhibitors of human phospholipase C gamma1 | P19174 | purified PLC-gamma1, fluorogenic substrate, fluorescence | inhibition, % at 12.2 µM | actives 0.84% (n = 370,000) | AID 720700; in the data active = inhibition above about 9.5%
Starred values were filed as active, the others as inactive; · = no result given.

1	CCCCC(CC)C(=O)Nc1cc(C(=O)NCCC)ccc1N1CCC2(CC1)CC(c1ccccc1)=NO2 (stereo not drawn)
2	O=C(CCNS(=O)(=O)c1ccc(Cl)cc1)NCc1cccs1
3	CN(C)C(CNC(=O)c1ccc2[nH]c(=O)c(=O)[nH]c2c1)c1ccco1 (stereo not drawn)
4	C[C@H]1[C@@H](OC(=O)NCc2cccc(C(F)(F)F)c2)CC[C@@]23CCCN2C(=O)CCC[C@@H]13
5	Cc1nc(N2CCN(c3ccccc3O)CC2)c2c(-c3ccccc3)csc2n1
6	O=C(Cc1c(O)c2ccccc2oc1=O)c1ccc(C(F)(F)F)cc1
7	O=C(CCC(=O)Nc1ccc(F)cc1)N/N=C/c1cccnc1
8	CC(C)CCNC(=O)NC(=O)CSc1ncccn1
9	CC1CCN(S(=O)(=O)c2ccc3c(c2)N(CC(=O)NCCCOC(C)C)C(=O)CS3)CC1
10	CCc1cc2cc(C(=O)Nc3ccc(F)cc3)sc2s1

Compound,1,2,3,4,5,6,7,8,9,10
DAX1 inh-1,-2.5,-0.8,0.4,·,-2.3,0.2,0.4,0.8,0.0,-0.7
SMARCA2 act,-1,-2,-1,·,-2,1,-3,0,-2,0
ssDAF-12 act,-1.6,-1.1,-1.6,-2.1,-1.1,-1.3,-0.7,-1.3,-0.9,-0.9
DAX1 inh-2,-0.8,-0.1,0.6,·,-0.6,-0.1,-0.2,-0.6,-0.3,0.7
hcDAF-12 act,-1.7,1.2,-0.9,0.6,2.2,3.3,-0.4,-0.7,-2.2,-0.6
ADAM17 inh,5,0,-95,-2,4,-7,-3,-2,-2,-1
hgDAF12 agonist,-3.7,-2.5,2.5,4.5,-2.1,1.6,-1.4,0.1,-0.6,1.8
PLC-beta3 inh,2,1,-195,5,-12,1,-3,-1,-3,1
MBD2 DNA inh,-3,-3,6,1,5,-1,6,-2,-1,-3
Rev-erbA mod,4,6,1,4,0,0,4,-3,-2,78*
PLC-gamma1 inh,2,3,-157,4,-1,0,2,4,-2,1

11	Cc1cc(C)nc(NS(=O)(=O)c2ccc(NC(=O)C3(c4ccc([N+](=O)[O-])cc4)CCCC3)cc2)n1
12	O=C(Cc1csc(N2CCOCC2)n1)N/N=C/c1ccc(O)c(O)c1O
13	CCCCN(C(=O)c1ccc([N+](=O)[O-])s1)c1c(N)n(CC(C)C)c(=O)[nH]c1=O
14	CC(C)CC(=O)Nc1cccc(-c2cn3ccsc3n2)c1
15	O=C(O)Cc1ccc2c(c1)Cc1cccnc1O2
16	CC(C)NC(=O)N1CC(c2ccccc2)C(c2ccc(Cl)cc2)=N1 (stereo not drawn)
17	CCCc1cc(=O)[nH]c2nnc(SCC(=O)NCc3ccc4c(c3)OCO4)n12
18	Cc1ccc(Cn2c(=O)c3ccccc3n3c(SCC(=O)N4CCCCC4C)nnc23)cc1 (stereo not drawn)
19	O=C(NNS(=O)(=O)c1ccccc1[N+](=O)[O-])c1ccc(F)cc1
20	CCCCNC(=O)c1nc(C2CCN(S(=O)(=O)c3ccc(Cl)cc3)CC2)oc1-c1ccccc1

Compound,11,12,13,14,15,16,17,18,19,20
DAX1 inh-1,0.8,0.1,0.1,-1.1,2.6,-1.1,1.9,-0.3,-1.7,·
SMARCA2 act,-1,-2,-2,1,-2,1,-2,0,-4,-1
ssDAF-12 act,-1.8,-1.4,-1.0,-1.0,-1.1,-1.1,-0.9,-0.3,-1.1,-0.9
DAX1 inh-2,0.5,-0.6,-2.1,0.6,-0.6,-0.8,0.8,-0.4,-0.1,0.3
hcDAF-12 act,0.1,-0.1,-1.6,-0.3,-0.5,-2.6,-0.6,-1.2,-1.5,-0.1
ADAM17 inh,0,-1,-2,0,-3,-9,0,-2,4,-5
hgDAF12 agonist,-0.1,-2.5,0.5,2.1,1.0,-0.5,0.4,-0.9,-0.7,5.7
PLC-beta3 inh,-2,-13,2,2,1,-14,-5,2,0,-4
MBD2 DNA inh,-1,1,-6,1,-2,-5,1,-2,-2,2
Rev-erbA mod,-1,-3,5,-1,-4,6,3,-3,-8,-1
PLC-gamma1 inh,-3,-3,2,4,3,-1,-6,3,1,0

21	CCOc1cc(NC(=S)NCc2ccco2)c(OCC)cc1NC(=O)CC(C)C
22	COc1cc2c(cc1NC(=O)C1CCCO1)oc1ccccc12 (stereo not drawn)
23	NC(=O)c1ccc(Oc2ccc(C(N)=O)cc2)cc1
24	N#Cc1c(C(F)(F)F)cc(-c2ccc(F)cc2)[nH]c1=O
25	Cc1ccc(-n2c(-c3cc(-c4ccco4)[nH]n3)n[nH]c2=S)c(Br)c1
26	CC1(c2nnc(-c3ccc(F)cc3)o2)CC(c2c(Cl)cccc2Cl)=NO1 (stereo not drawn)
27	CC(C)C(C(=O)Nc1nccs1)c1ccc(Cl)cc1 (stereo not drawn)
28	O=C(O)c1ccc(Cl)c(S(=O)(=O)NC(Cc2c[nH]c3ccccc23)C(=O)O)c1 (stereo not drawn)
29	CS(=O)(=O)N1CCC(C(=O)Nc2ccc(F)c(Cl)c2)CC1
30	Cc1ccccc1N1CCN(C2CCCN(C(=O)c3cn4c(C)cccc4n3)C2)CC1 (stereo not drawn)

Compound,21,22,23,24,25,26,27,28,29,30
DAX1 inh-1,0.3,1.2,5.2*,0.7,0.1,0.8,-0.3,-0.3,1.1,0.3
SMARCA2 act,-3,3,-4,0,0,1,-3,-1,1,-4
ssDAF-12 act,0.0,2.3*,-1.2,-0.5,-0.4,-1.4,-1.7,0.7,-0.5,-1.3
DAX1 inh-2,0.1,3.1,0.3,0.5,0.0,-0.4,-0.7,0.0,0.0,-0.9
hcDAF-12 act,-0.5,12*,-1.6,-0.8,-1.8,-0.4,-3.0,2.0,-1.8,-2.9
ADAM17 inh,-4,0,-5,-401,-2,-2,1,0,-2,-3
hgDAF12 agonist,3.6,15*,-1.4,-1.6,-0.5,1.3,0.4,0.9,-1.2,-1.7
PLC-beta3 inh,0,0,-4,-200,-3,-3,0,-8,-5,-10
MBD2 DNA inh,3,1,-4,-2,1,-4,2,-2,0,0
Rev-erbA mod,2,-3,1,-3,0,2,4,-9,-2,4
PLC-gamma1 inh,3,2,-1,-178,-3,1,2,0,1,-2

31	O=C(COC(=O)c1c(Cl)cccc1Cl)NC1CCCCCCC1
32	Cc1ccc(C(=O)NCCC(=O)N2CCC3(CC2)NCCc2[nH]cnc23)cc1
33	O=C1CS(=O)(=O)N(Cc2ccc(F)cc2)c2ccccc21
34	CCSc1ccc(-c2cc(NC=O)c3ncc(-c4cc(OC)c(OC)c(OC)c4)n3c2)cc1
35	CNC(=S)N1CCN(c2ccc(Cl)c(Cl)c2)CC1
36	COc1ccc(C(CNC(=O)CCOc2ccccc2)N(C)C)cc1 (stereo not drawn)
37	O=C(CNc1ccccc1F)N/N=C/C1CC=CCC1 (stereo not drawn)
38	CCC(=O)N1c2ccc(S(=O)(=O)NCc3ccccc3)cc2CC1C (stereo not drawn)
39	CCCCCCSc1ccc([C@@H]2[C@H]3C(=O)N(CC)C(=O)[C@H]3[C@]3(C(=O)OC)CCCCN23)cc1
40	Cc1ccc(NC(=O)c2cc(S(=O)(=O)c3ccccc3)ccc2Cl)cc1

Compound,31,32,33,34,35,36,37,38,39,40
DAX1 inh-1,0.2,0.6,1.1,·,0.5,-0.1,1.1,0.7,1.1,-2.6
SMARCA2 act,8,-1,-3,2,-3,0,-2,-3,0,-1
ssDAF-12 act,-1.6,-0.6,-0.7,-1.8,-1.4,-1.0,-0.9,-1.2,-0.8,-1.6
DAX1 inh-2,-0.4,0.4,-0.2,-1.6,-1.8,1.6,-0.3,-2.6,-0.1,-0.3
hcDAF-12 act,-2.2,0.1,1.3,-2.3,0.6,-0.1,0.4,-0.5,0.8,-1.5
ADAM17 inh,3,-2,3,-3,-3,0,-5,-2,-2,6
hgDAF12 agonist,-1.0,1.8,0.2,3.0,1.1,0.4,1.1,0.0,1.9,-1.6
PLC-beta3 inh,1,-2,-8,-62,0,-4,-8,-3,-2,-1
MBD2 DNA inh,-8,1,2,1,7,2,-2,-6,-1,0
Rev-erbA mod,5,0,-1,-7,4,4,-5,-5,-1,1
PLC-gamma1 inh,-38,3,-4,-46,2,0,-5,0,6,-2

41	CCOC1=C2[C@@H](CN(S(=O)(=O)c3ccc(C)cc3)[C@H]2c2cccs2)[C@H]2C(=O)N(c3ccccc3)C(=O)[C@H]2C1
42	Cc1c(Cl)cccc1NC(=S)NCc1cccs1
43	CC(=O)Nc1nc(-c2ccc3c(c2)CCO3)cs1
44	S=C1NCCOCCOCCOCCNC(=S)NCCOCCOCCOCCN1
45	CCN(CC)CCP(=O)(c1ccccc1)c1ccccc1
46	CN(N=Cc1ccccc1O)c1ccc2ccccc2n1
47	O=C(NCc1cn2ccsc2n1)c1c(F)cccc1Cl

Compound,41,42,43,44,45,46,47
DAX1 inh-1,·,-1.4,-0.1,0.3,-1.4,4.0,0.0
SMARCA2 act,-2,0,2,-1,5,5,0
ssDAF-12 act,-0.9,-1.9,-1.1,-0.7,-1.1,2.4*,-0.7
DAX1 inh-2,0.9,-0.8,0.5,0.4,1.4,2.2,-1.4
hcDAF-12 act,-0.2,-2.5,2.5,-2.3,0.7,8.6*,3.2
ADAM17 inh,4,1,-1,1,-2,-3,-2
hgDAF12 agonist,0.1,-4.8,11*,0.9,1.0,12*,-0.3
PLC-beta3 inh,4,2,0,1,2,-11,-1
MBD2 DNA inh,-4,-7,-5,-4,2,8,5
Rev-erbA mod,3,-5,-7,4,-8,1,-6
PLC-gamma1 inh,1,0,6,2,6,-5,2
